Assay outcomes deposited in PubChem by several laboratories.
hgDAF12 agonist: H. glycines DAF-12 receptor agonists, primary screen, cell-based, luminescence, HEK293, GAL4 fusion, UAS-luciferase | Nuclear hormone receptor DAF-12 (Heterodera glycines), GAL4 fusion | HEK293 GAL4-hgDAF12 UAS-luciferase reporter, agonist luminescence; normalized to butyrate control | activation, % at 6.8 µM | 370,000 tested, 1.8% active | AID 687014, 2013;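 active = activation above a cutoff set at the mean of all screened compounds plus 3 SD, cut at about 10% in these data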;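 also: 0% = DMSO wells and 100% = sodium butyrate wells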
DAX1 inh-1: DAX1 (NR0B1) inhibitors, primary screen, cell-based, HEK293, Gal4-DAX1, luciferase luminescence; Nuclear receptor subfamily 0 group B member 1 (Homo sapiens), P51843; HEK293 Gal4-DAX1 luciferase reporter; inhibition, % at 6.75 µM; 340,000 tested, 0.99% active; AID 504766, 2011;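 active = inhibition above the mean over all tested compounds plus 3 SD, cut at about 4.2% in these data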;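 also: 0% = DAX1-transfected cells with DMSO and 100% = empty-vector control cells with DMSO; inhibition shows as a rise in luminescence from relieved DAX1 repression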
Target sequence (P51843 207-470 limits assumed): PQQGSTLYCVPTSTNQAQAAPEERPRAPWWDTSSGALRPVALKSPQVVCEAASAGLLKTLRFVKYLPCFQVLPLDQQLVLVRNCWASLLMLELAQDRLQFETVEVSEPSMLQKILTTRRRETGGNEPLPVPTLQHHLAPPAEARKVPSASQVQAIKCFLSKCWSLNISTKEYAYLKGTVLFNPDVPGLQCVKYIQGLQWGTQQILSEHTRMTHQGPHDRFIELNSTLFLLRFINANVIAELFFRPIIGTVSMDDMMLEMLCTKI
GC-B act: human GC-B receptor activators, primary screen, HEK293 GC-B cells, cGMP TR-FRET, EC30 CNP | Atrial natriuretic peptide receptor 2 (Homo sapiens), P20594 | 0% at EC30 CNP, 100% saturating CNP | activation, % at 10 µM | 370,000 tested, 0.11% active | AID 1920062, 2024;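 active = activation at 10 µM reaching about 35% in either raw or pattern-adjusted values, limit read from the data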
HGIII-sPLA2 inh: human group III sPLA2 inhibitors, primary screen, biochemical, QFRET, BODIPY PC-A2 liposome substrate | QFRET BODIPY PC-A2 liposome hydrolysis, fluorescence | inhibition, % at 12.2 µM | AID 743126, 2013 | Group 3 secretory phospholipase A2 (Homo sapiens), Q9NZ20 | 370,000 tested, 0.56% active;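 active = inhibition above mean plus 3 SD of compounds lying within the high and low control bounds, cut at about 19% in these data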;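 also: 0% = median of test compound wells and 100% = no enzyme DMSO wells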
Target sequence (Q9NZ20 whole entry, looked up): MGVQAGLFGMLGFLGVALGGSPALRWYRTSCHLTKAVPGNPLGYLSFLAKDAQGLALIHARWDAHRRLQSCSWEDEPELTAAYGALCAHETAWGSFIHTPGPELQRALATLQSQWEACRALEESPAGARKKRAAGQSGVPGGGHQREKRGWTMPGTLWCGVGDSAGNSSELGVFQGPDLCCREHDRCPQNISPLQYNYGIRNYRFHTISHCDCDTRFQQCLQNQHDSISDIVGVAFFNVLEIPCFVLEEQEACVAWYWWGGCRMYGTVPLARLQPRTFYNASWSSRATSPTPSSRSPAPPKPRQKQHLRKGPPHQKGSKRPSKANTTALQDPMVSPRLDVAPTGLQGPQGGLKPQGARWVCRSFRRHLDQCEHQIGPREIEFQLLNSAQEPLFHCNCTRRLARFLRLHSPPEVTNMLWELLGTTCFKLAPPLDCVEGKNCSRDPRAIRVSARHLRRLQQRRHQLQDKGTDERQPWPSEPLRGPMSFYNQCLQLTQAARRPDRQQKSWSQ
GAA850 FXN act: FXN promoter activators, primary screen, cell-based, luciferase luminescence, HEK293 lucGAA850. HEK293 lucGAA850 FXN promoter luciferase reporter, 24 h; percent of 10 µM SAHA response. activation, % at 6 µM. 360,000 tested, 0.56% active;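 active = activation above the average of all compounds screened plus 3 SD, cutoff fixed separately per campaign, cut at about 7.5% in these data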;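 also: 0% = DMSO wells and 100% = 10 µM SAHA wells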
hcDAF12 agonist: H. contortus DAF-12 nuclear receptor activators, primary screen, cell-based, luminescence, HEK293, lit1-tk-luc reporter. 370,000 tested, 1.4% active. activation, % at 6.8 µM. HEK293 hcDAF-12 lit1-tk-luc reporter; 0% DMSO, 100% Δ7-dafachronic acid. AID 652067, 2013;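 active = activation above the mean of all tested compounds plus 3 SD, cut at about 5.5% in these data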;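 also: 100% = response to 3 µM Δ7-dafachronic acid high control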
SMARCA2 activ: SMARCA2 (BRM) function activators, primary screen, cell-based, luminescence, high throughput | MG213 cells, MMTV-luciferase reporter, dexamethasone, overnight | activation, % at 9.1 µM | 370,000 tested, 1% active; in the data active = activation above about 7.8%;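 also: 0% = vehicle wells and 100% = reference activator wells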
DAX1 inh-2: DAX1 (NR0B1) inhibitors on StAR promoter, primary screen, cell-based, luminescence, SF-1 (NR5A1), full-length DAX-1 | HEK293T StAR-luciferase reporter, SF-1/DAX-1 repression relief | inhibition, % at 6.8 µM | 370,000 tested, 1.1% active | AID 652010, 2013;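 active = inhibition above the mean over all tested compounds plus 3 SD, cut at about 3.6% in these data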;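 also: 0% = DAX-1 cells with DMSO and 100% = cells lacking DAX-1 with DMSO; higher inhibition means more luminescence from relief of DAX-1 repression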
NPR1 activator: GC-A stimulated cGMP production enhancers – HEK293 GC-A cells, cGMP TR-FRET, EC30 ANP, primary screen; Atrial natriuretic peptide receptor 1 (Homo sapiens), P16066; 0% at EC30 ANP, 100% saturating ANP; activation, % at 10 µM; 370,000 tested, 0.14% active; AID 1671463, 2021; in the data active = activation above about 40%
ssDAF12 agonist: S. stercoralis DAF-12 nuclear receptor activators, primary screen, cell-based, luminescence, HEK293, GRIP1 co-expression, lit1-tk-luc | HEK293 ssDAF-12/GRIP1 lit1-tk-luc reporter; % of 3 µM dafachronic acid response | AID 652126, 2013 | activation, % at 6.8 µM | Nuclear hormone receptor DAF-12 (Strongyloides stercoralis) | 370,000 tested, 1% active;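 active = activation above the mean over all tested compounds plus 3 SD, cut at about 0.9% in these data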;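 also: 0% = DMSO-only wells and 100% = 3 µM delta7-dafachronic acid wells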
KLK7 zymogen act: proKLK7 zymogen activators, primary screen, biochemical, fluorescence intensity | purified proKLK7, EDANS-DABCYL substrate fluorescence; 100% is mature enzyme control, 0% vehicle | activation, % at 7 µM | 370,000 tested, 0.9% active;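 active = activation above the mean of all tested compounds plus 3 SD, computed per campaign excluding outliers beyond control limits, cut at about 13% in these data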
Target sequence (P49862 whole entry, looked up): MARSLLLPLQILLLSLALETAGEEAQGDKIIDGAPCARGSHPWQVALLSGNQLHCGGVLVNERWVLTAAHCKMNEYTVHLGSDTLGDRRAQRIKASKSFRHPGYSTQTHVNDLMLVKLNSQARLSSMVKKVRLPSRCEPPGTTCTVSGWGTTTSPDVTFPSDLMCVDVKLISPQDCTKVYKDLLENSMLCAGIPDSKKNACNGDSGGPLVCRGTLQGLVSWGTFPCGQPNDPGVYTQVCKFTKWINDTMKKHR
* = called active by the depositor; . = no result given. No enrichment for hits; 6.7% or so of the library scored in one or more.

nr	SMILES	NPR1 activator	HGIII-sPLA2 inh	ssDAF12 agonist	GC-B act	DAX1 inh-1	DAX1 inh-2	GAA850 FXN act	hcDAF12 agonist	hgDAF12 agonist	SMARCA2 activ	KLK7 zymogen act
1	O=S(=O)(NCC(c1ccccc1)N1CCNCC1)c1ccc(Cl)cc1 (configuration not stated)	-29	-20	0.0	-24	-1.0	0.2	-0.7	-0.8	-0.3	3	0.6
2	Cc1ccc(Sc2c(C)nn(C(=O)CNS(=O)(=O)c3ccc(F)cc3)c2C)cc1	1	-5	-0.6	1	-0.6	-0.3	0.5	-0.1	1.0	0	0.5
3	CCc1nc2ccc(C(=O)Nc3cccc(NS(C)(=O)=O)c3)cn2c1N(C)Cc1nccn1C	-2	-2	-1.1	4	.	-0.2	1.4	-1.2	6.1	1	-0.1
4	COc1ccc(F)cc1S(=O)(=O)N1CCC2(CC1)OCCN2S(=O)(=O)c1cccs1	-1	-5	-0.7	7	-0.7	-0.6	-0.2	-0.4	1.0	-2	0.6
5	Cc1cc(C)n(-c2nc3ccccc3c(=O)n2OCc2ccc(F)cc2)n1	-4	1	-0.1	-4	0.0	-0.6	1.2	2.4	1.3	0	-0.2
6	COc1ccccc1CNC(=O)C1(C)CCN1C(=O)Cc1ccc(-c2ccccc2)cc1 (configuration not stated)	2	-2	-1.9	-1	.	-2.3	-2.2	-4.2	-3.6	-4	0.3
7	CC(C)NC(=S)NNC(=O)C12CC3CC(CC(C3)C1)C2	5	6	-1.2	-2	1.2	-1.1	1.8	-1.2	0.4	0	-0.2
8	CC(=O)c1c(C)[nH]c(C(=O)OCC(=O)N(CC(C)C)C2CCS(=O)(=O)C2)c1C (configuration not stated)	1	3	-0.8	3	-1.5	0.3	0.3	-1.1	-0.2	0	-0.4
9	COc1cc(O)cc(/C=C/c2ccccc2)c1	7	-35	-0.4	-6	2.1	4.6*	2.2	4.0	15*	4	-0.2
10	O=C(c1cc2ncccn2n1)N1CCc2c([nH]c3ccccc23)C1c1ccccc1F (configuration not stated)	7	-19	0.3	13	0.7	0.8	0.6	2.2	-0.2	-1	0.0
11	Cc1ccnc(NC(=O)c2cc(-n3cnnc3)ccc2Cl)c1	4	-5	-0.9	-2	-0.2	-0.1	-0.2	-0.8	-2.3	-2	0.2
12	COc1ccc(C2=CC(=O)CC(C)(C)C2)cc1	-1	4	-1.5	0	-0.7	-0.5	1.7	-1.0	3.9	2	-0.1
13	CN(C)C(=O)c1ccc(NC(=O)c2ccc(-c3ccc(Cl)cc3)o2)cc1	12	-3	-0.8	8	-1.2	1.9	1.0	-0.7	-3.3	-2	-0.1
14	OCCN1CCN(C(=S)c2ccc(Br)cc2)CC1	2	6	-1.2	0	0.3	0.6	0.3	-1.3	-0.2	0	-0.4
15	CCC/C(=N\NC(=O)CNC(=O)c1ccc(Cl)cc1)c1ccccc1	2	-1	-1.8	-4	1.3	1.9	-1.2	-0.8	-0.2	1	0.4
16	COc1ccccc1-c1nc(-c2ccccc2)[nH]c(=O)c1C#N	4	-11	-0.6	-2	0.0	-0.5	3.4	-1.7	0.1	2	0.3
17	C=CCn1c(-c2ccc3[nH]c(C)c(C)c3c2)n[nH]c1=S	-1	0	-1.8	0	-0.2	0.2	0.1	-3.2	-0.6	4	0.2
18	COc1cccc(Nc2nc(-c3ccc4c(c3)OCCO4)cs2)c1	3	3	-0.2	-1	0.3	1.5	-1.7	3.4	9.5	4	-1.8
19	Cc1ccc(S(=O)(=O)N2CCC(C(=O)OCC(=O)N3C(C)CCCC3C)CC2)cc1C (configuration not stated)	7	-7	-1.5	0	0.5	-0.1	1.6	-2.6	0.6	-3	0.5
20	COc1ccccc1CC(=O)Nc1c[nH]c(=O)[nH]c1=O	-2	4	-0.8	5	2.0	0.9	2.0	-0.7	2.8	-3	-0.1
21	N/C(=N\OC(=O)c1ccc([N+](=O)[O-])cc1)c1cccnc1	2	7	-1.5	-1	0.6	-0.2	3.7	0.3	2.5	-2	-0.4
22	CN1CCN(S(=O)(=O)c2ccc(Nc3ccc(F)cc3)nc2)CC1	-3	-9	-1.5	2	-0.3	0.8	-0.1	0.4	2.1	-1	-0.1
23	N#Cc1ccccc1NC(=O)COC(=O)c1ccc(F)cc1F	-5	-1	-0.2	1	0.1	-0.2	2.0	0.9	0.5	-2	0.1
24	O=C(CSc1nnc(CNC(=O)c2ccccc2)o1)NCc1ccc(F)cc1	3	7	-0.9	4	1.5	0.1	1.3	-2.0	1.7	-1	-0.5
25	CCOc1ccccc1Oc1coc2cc(OC)ccc2c1=O	2	9	-1.0	3	0.6	0.5	1.7	-0.1	1.5	-2	0.4

Next records.
nr	SMILES	NPR1 activator	HGIII-sPLA2 inh	ssDAF12 agonist	GC-B act	DAX1 inh-1	DAX1 inh-2	GAA850 FXN act	hcDAF12 agonist	hgDAF12 agonist	SMARCA2 activ	KLK7 zymogen act
26	CCOC(=O)N1CCN(c2cc(=O)n(-c3ccc(OC)cc3)c(=O)[nH]2)CC1	3	-1	-0.9	1	1.0	-0.7	3.1	-1.0	0.5	-2	-0.8
27	Cc1coc2c1c(C)cc1oc(=O)c(CC(=O)NCC(=O)O)c(C)c12	1	-2	-1.6	3	-0.1	-0.2	1.0	0.1	1.0	-1	16*
28	CCCC(=O)Nc1ccc(Cl)c(NC(=O)C(C)(C)C)c1	0	5	-0.3	4	0.8	-1.1	2.1	-0.8	0.8	-3	-0.3
29	Cc1ccccc1N(C(=O)c1csnn1)C(C(=O)NC1CCCCC1)c1ccncc1 (configuration not stated)	-1	-5	-0.9	-6	-0.6	0.2	4.2	-0.2	0.7	-2	-0.4
30	Cc1ccc(N/N=C(\C#N)C(N)=S)cc1C	10	0	-1.9	6	1.5	0.4	-3.6	3.0	4.9	-5	0.0
31	COc1ccccc1Nc1nc(N)nc(CSc2ncccn2)n1	0	-2	-0.7	6	1.3	0.9	0.9	-0.1	6.1	1	-0.3
32	CCn1c(CC(=O)Nc2ccccc2F)nnc1SCC(=O)Nc1nnc(C)s1	-3	2	-0.8	2	-0.5	0.0	0.1	-0.3	-1.2	0	-0.4
33	Cc1cccc(OCCC(=O)NCC(=O)Nc2cccc(C)c2C)c1	-4	10	-1.0	-2	0.9	0.1	2.5	-2.9	-3.2	-3	-0.2
34	CCOc1ccc(N2C(=O)CC(SC(=NC)Nc3ccc4c(c3)OCO4)C2=O)cc1 (configuration not stated)	-1	5	-0.5	1	1.6	-0.4	-1.4	-1.1	-0.4	3	0.7
35	Cc1nc2ccsc2c(=O)n1-c1ccc(Cl)cc1	5	-4	-1.0	2	-1.1	0.1	2.1	-1.3	-1.2	-1	-0.6
36	Cc1cc(OCC(=O)NCc2ccccn2)c2c(C)cc(=O)oc2c1	-2	-5	-0.6	-6	0.8	0.6	0.8	-1.5	-1.6	0	9.3
37	COc1ccc(NC(=O)COC(=O)c2ncc(Cl)c(Cl)c2Cl)c(OC)c1	11	2	0.2	6	1.5	-1.4	-0.9	2.5	0.3	-3	0.4
38	CCCCN(C(=O)c1cccs1)C1CCS(=O)(=O)C1 (configuration not stated)	0	0	-1.0	0	3.9	1.7	-0.7	-0.4	3.0	-2	-0.2
39	CCOC(=O)C1(CCOC)CCN(C2C3CC4CC(C3)CC2C4)CC1 (configuration not stated)	-1	-2	-0.9	-2	-1.1	-0.7	0.0	1.2	2.9	-4	0.4
40	CC(=O)Nc1ccc(SCC(=O)c2c(N)n(Cc3ccccc3)c(=O)n(C)c2=O)cc1	1	4	-0.3	-6	-0.8	0.1	2.2	-0.9	-0.8	-2	0.2
41	CC1(C)N=c2ccc([N+](=O)[O-])c(N)c2=[N+]1[O-]	-11	3	-2.1	-10	-0.7	-1.2	1.4	-1.5	-5.0	-3	0.2
42	Cc1nc2nc(C)c(NS(=O)(=O)c3cccs3)c(=O)n2[nH]1	-4	1	-1.2	-1	1.0	0.4	-1.2	-2.6	-3.0	0	0.1
43	CNNC(=S)NCCC1=CCCCC1	2	9	-1.3	1	2.5	0.3	1.3	-1.2	1.4	3	0.1
44	CN1CCN(C2Cc3ccc(Cl)cc3Sc3ccc(F)cc32)CC1 (configuration not stated)	-34	2	-1.8	-18	.	-0.5	-0.3	-1.4	-2.6	-5	-0.3

Arranged by the number under DAX1 inh-2 (ascending): 3 of the compounds above.
nr | canonical_smiles | DAX1 inh-2
37 | COc1ccc(NC(=O)COC(=O)c2ncc(Cl)c(Cl)c2Cl)c(OC)c1 | -1.4
28 | CCCC(=O)Nc1ccc(Cl)c(NC(=O)C(C)(C)C)c1 | -1.1
35 | Cc1nc2ccsc2c(=O)n1-c1ccc(Cl)cc1 | 0.1

KLK7 zymogen act, hit marks shown above
| # | Structure | NPR1 activator | HGIII-sPLA2 inh | ssDAF12 agonist | GC-B act | DAX1 inh-1 | DAX1 inh-2 | GAA850 FXN act | hcDAF12 agonist | SMARCA2 activ | KLK7 zymogen act |
| --- | --- | --- | --- | --- | --- | --- | --- | --- | --- | --- | --- |
| 27 | Cc1coc2c1c(C)cc1oc(=O)c(CC(=O)NCC(=O)O)c(C)c12 | 1 | -2 | -1.6 | 3 | -0.1 | -0.2 | 1.0 | 0.1 | -1 | 16* |
